Giardia killer: Giardia lamblia killing; AID 540267; activity change, % at 7.66 µM, hits read low; Giardia lamblia trophozoite viability; 340,000 tested, 0.15% active; in the data active = activity change below about -80%; inconclusive = between about -30% and that limit;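 note: parasites exposed to compound for two days anaerobically before the ATP read; % is set by controls: 0 for no effect and ±100 for the full control effect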
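Anaerobic 48 hrs incubation at 37 deg C of 100 trophozoites/well with test compounds; ATPLite 1-Step luminescence, 15-30 min RT, reports cellular ATP as viability.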
Menin MLL FP TR: displaces Texas Red mutant MLL peptide from human menin; Menin + Texas Red MLL mutant peptide, fluorescence polarization; Potency, µM (top dose mostly 61.6 µM), without a hit: at the top dose FP activity change, negative = inhibition, most hits filed as inhibitors; 270,000 tested, 0.23% active; AID 1768; active = well fitted inhibition curve with a large enough effect in the polarisation, with a control signal flat, not every such curve was filed as active; inconclusive = small, poorly fitted or top-dose-only effect, or effect the other way, or a change in a side signal; inactive = no such curve, though single readings can be large or run the other way; the % refers to the polarisation; note: potency is the fitted concentration of half-maximal effect; % of control where 0% means no effect; many of its hits are not listed in these tables
B2AR arrestin: recruits beta-arrestin to the human beta2-adrenergic receptor; Potency, µM (titrated, usually from 46.1 µM), for inactives: at the top dose activation, most hits filed as activators; beta-arrestin recruitment to beta2AR, cell-based reporter; 330,000 tested, 0.02% active;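 note: potency is the fitted concentration of half-maximal effect; 0% = DMSO controls and full agonism = EC100 isoproterenol or metaproterenol; nearly all actives have a fitted effect of over 65% in size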
GALK inh: blocks human galactokinase activity; P51570; Purified GALK, Kinase-Glo residual ATP luminescence; Potency, µM (doses to about 57.5 µM), inactives show at the highest dose activity change, negative = inhibition, most hits filed as inhibitors; 270,000 tested, 0.007% active; AID 1868; note: potency is the fitted concentration of half-maximal effect; % is set by controls: 0 for no effect and ±100 for the full control effect
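Compounds were pin-transferred into ATP buffer (35 uM final), then GALK plus galactose (5 nM, 100 uM final) was added. After 1 h at room temperature, Kinase-Glo Plus was added and luminescence read after 10 min.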
KCNH2 3.1 inh: inhibitors of human KCNH2 3.1 potassium channel isoform; 340,000 tested, 0.95% active; activity change, % (tested at about 1.8 µM); AID 720553; U2OS KCNH2 3.1, thallium flux FluxOr; stronger effect = lower value;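 active = maximum activity change below -70%; inconclusive = maximum activity change from -70% to -50%; inactive = maximum activity change above -50%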;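 note: thallium influx rate constant from kinetic fluorescence after stimulation buffer; % is set by controls: 0 for no effect and ±100 for the full control effect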
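Thallium flux read-out: FluxOr dye with Red40 quencher in HBSS/HEPES, 45 min at RT. Rate constants from kinetic reads were normalized to positive and negative DMSO controls. Cells: U2OS virally expressing the 3.1 isoform.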
USP2a inh: inhibitors of human ubiquitin-specific protease USP2a. O75604. USP2 core, Ub-CHOP2 coupled fluorogenic reporter, 485/531. Potency, µM (top dose mostly 38.3 µM), without a hit: at the top dose activity change, negative = inhibition, most hits filed as inhibitors. 330,000 tested, 0.01% active. AID 463254;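 note: potency is the fitted concentration of half-maximal effect; plate controls were DMSO wells for no effect and full inhibition by NEM control for full effect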
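Cell-free coupled assay: 10nM USP2 core preincubated 30min RT with compound in Tris-HCl pH 8.0/CaCl2/CHAPS buffer, then 25nM Ub-CHOP2 and 25nM reporter substrate; fluorescence (Ex 485/Em 531) read after 60min RT, normalized to NEM inhibition, concentration-response curves fitted.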
Coupling enz: inhibits coupling enzyme system, counter-screen for aldolase hits. coupling enzyme system counterscreen, AmpLite Red fluorescence. activity change, negative = inhibition, % at 58.2 µM, hits read low. 290,000 tested, 0.67% active; in the data active = activity change below about -30%; note: % is set by controls: 0 for no effect and ±100 for the full control effect
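Counterscreen lacking aldolase: glyceraldehyde-3-phosphate coupling-enzyme reagent preincubated 10 min at RT with compound (at 57.5 uM final), then substrate/coupling system with AmpLite Red added; fluorescence read at 525/598 nm after 20 min RT.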
PKM2 act: activators of human pyruvate kinase M2; P14618; 260,000 tested, 0.34% active; purified PKM2, Kinase-Glo ATP luminescence, activation; response scale: 0% is enzyme alone, no compound; Potency, µM (titrated, usually from 57.5 µM), for the others: top-dose activation, hits mostly activators; AID 1631; note: potency is the fitted concentration of half-maximal effect; % is set by controls: 0 for no effect and ±100 for the full control effect; nearly all actives have a fitted effect of over 55% in size
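hPK-M2, >95% pure; 0.1 mM ADP / 0.5 mM PEP final; imidazole pH7.2 buffer w/ 7 mM MgCl2, 50 mM KCl; 1 h RT; Kinase-Glo lum. Intermediate enzyme activity for dual inhibitor/activator qHTS.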
hERG WT inh: inhibitors of human wildtype KCNH2 potassium channel; Q12809; 340,000 tested, 0.37% active; activity change, % at 1.84 µM; U2OS, BacMam KCNH2, thallium flux FluxOr; stronger effect = lower value;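 active = maximum activity change below -70%; inconclusive = maximum activity change between -70% and -50%; inactive = maximum activity change above -50%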; note: % is set by controls: 0 for no effect and ±100 for the full control effect
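U2OS cells were transduced with wild-type KCNH2 virus (2.03 x 10^8 / mL) for 4 h at room temperature, then cultured overnight at 37 C. Thallium flux was read with FluxOr dye. Rate constants were normalized to DMSO controls.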
TRPV1 ag: activates the human vanilloid receptor TRPV1. TRPV1-expressing cells, Fluo-8 calcium influx, agonist mode. AID 540275. 320,000 tested, 0.19% active. activation, % at 8.33 µM. Q8NER1; in the data active = activation above about 80%; inconclusive = between about 30% and that limit; note: 0% is about no effect
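Fluo-8 calcium influx in TRPV1-expressing cells, kinetic read (ex 480/em 520 nm). Compound added and read 3 min for agonist activity, followed by capsaicin at EC20 final and 2 min further read for enhancement.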
CXXC DNA block: MLL CXXC-DNA interaction inhibition; Q03164; MLL-CXXC / FITC-HOXA9 DNA fluorescence polarization; Potency, µM (top dose mostly 115 µM), for the others: at the top dose activity change, negative = inhibition, actives largely listed as inhibitors; 290,000 tested, 0.037% active; AID 2662; active = well fitted inhibition curve with a large enough effect in the polarisation, with a control signal flat, not every such curve was filed as active; inconclusive = small, poorly fitted or top-dose-only effect, or effect the other way, or a change in a side signal; inactive = no such curve, though single readings can be large or run the other way; the % refers to the polarisation; note: potency is the fitted concentration of half-maximal effect
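Purified MLL-CXXC (added from a 7 uM solution) was preincubated 5 min at ambient with pinned compounds in 50 mM Tris-HCl pH 7.5, 50 mM NaCl, 1 mM DTT, 0.05% BSA. Fluorescein-labeled HOX-A9 DNA (50 nM solution) followed, 30 min, then polarization read.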
The depositor's hits bear a star; i = inactive; ? = inconclusive; nt = not tested or not shown; & = joins results of further samples; [ ] = remark or other dose. Unless noted, calls come from the whole dose curve; as a rule, active = well fitted curve in the direction sought with a large enough effect; inconclusive = small, poorly fitted or top-dose-only effect, or another doubt; inactive = no such curve, though single readings can be large; an effect the other way counts as inactive or inconclusive.

SMILES	Giardia killer	Menin MLL FP TR	B2AR arrestin	GALK inh	KCNH2 3.1 inh	USP2a inh	Coupling enz	PKM2 act	hERG WT inh	TRPV1 ag	CXXC DNA block
COc1ccc(-n2nc(C(=O)Nc3nc4ccc(OC)cc4s3)c3ccccc3c2=O)c(OC)c1	nt	10%	-0.8%	0%	nt	6%	0	0%	nt	-2	3%
COc1ccc(C(=O)CCC(=O)NC2=NCCS2)cc1	-1	nt	0.2%	-1%	22	4%	nt	nt	-4	1	30%
CC1(CCc2ccc3c(c2)OCO3)NC(=O)c2ccccc2N1 (stereo unspecified)	-8	-5%	0.0%	-1%	-1	-1%	4	4%	6	2	-2%
CC(NC(=O)c1ccc2c(c1)OCCO2)c1ccc(S(N)(=O)=O)cc1 (stereo unspecified)	4	-1%	-0.1%	4%	1	2%	-3	-7%	2	3	-1%
Cc1cccc(Cc2cnc(NC(=O)c3ccc(C)o3)s2)c1	4	?	0.0%	1%	-20	-1%	-3	-2%	-6	?	16%
CC(=O)COC(=O)c1cccc(N2C(=O)C3C4C=CC(C4)C3C2=O)c1 (stereo unspecified)	-12	6%	-0.3%	0%	13	3%	0	-1%	1	1	-3%
COC(=O)c1scc(C)c1NC(=O)Cc1ccccc1	6	2%	-0.1%	-1%	3	3%	1	-2%	-13	2	7%
Cc1cc2nc(NC3=NCN(Cc4ccc5c(c4)OCO5)CN3)nc(C)c2cc1C	nt	-7%	-4.0%	1%	nt	2%	4	0%	nt	-1	8%
CCn1ccnc1CN(C)C(=O)C1CCC(=O)N(CCc2cccc(F)c2)C1 (stereo unspecified)	-9	nt	0.2%	1%	-6	2%	nt	-1%	-12	1	-11%
Cc1ccc2cc(CN(Cc3ccco3)C(=O)c3ccco3)c3nnnn3c2c1	17	-9%	0.2%	2%	16	0%	1	16µM*	5	5	-3%
CCCCC/C=C\C/C=C\C/C=C\C/C=C\CCCC(=O)O	nt	-4%	0.2%	nt	nt	0%	-3&6&13	nt	nt	-1	nt
O=C(O)CC1=C(O)C(=O)N(c2ccccc2)C1c1ccc(Br)cc1 (stereo unspecified)	-1	13%	-0.2%	-2%	9	2%	13	1%	1	-3	-3%
O=C(NC(=S)Nc1cccc(Cl)c1N1CCOCC1)c1cccs1	7	19%	0.1%	13%	8	1%	3	-1%	0	?	4%
Cc1cc(=O)oc2cc(OCc3nnc(-c4ccccc4Br)o3)ccc12	-12	-1%	-3.5%	1%	-4	0%	0	1%	11	-4	-3%
O=C(NCC1CCCO1)c1sc(=S)n2c1[nH]c(=O)c1ccc(C(=O)N3CCCCC3)cc12 (stereo unspecified)	1	?	0.1%	-4%	5	0%	3	-51%	-4	-4	0%
O=C(CSc1n[nH]c(-c2ccccc2)n1)Nc1ncc(Br)cc1Br	1	25%	0.1%	2%	6	5%	1	4%	1	3	14%
CC(C)OC(=O)NCCOC(=O)Nc1cccc(Cl)c1	-13	33%[activator]	-0.9%	-1%	4	5%	0	0%	-4	22	-1%
O=C(NC1=NCCS1)[C@H](Cc1ccccc1)N1C(=O)c2ccccc2C1=O	-15	6%	0.1%	-2%	10	0%	-3	?	3	7	21%
COc1ccccc1Nc1nc2nonc2nc1N1CCCCC1C (stereo unspecified)	-16	2%	-0.9%	2%	-30	26%	7	-15%	-14	5	?
O=C1CN(C(=O)COC(=O)/C=C/c2ccc(S(=O)(=O)N3CCOCC3)cc2)c2ccccc2N1	-8	3%	0.0%	0%	6	0%	0	10%	8	0	-8%
CCOc1cc(NCCN2CCOCC2)c([N+](=O)[O-])cc1OCC	-8	-2%	-0.1%	-3%	-4	1%	0	1%	3	-2	2%
O=S(=O)([N-]c1nc2ccccc2nc1-[n+]1ccc(CCCc2ccccc2)cc1)c1cccs1	23	nt	-0.9%	-2%	-25	12%	2	1%	19	2	?
CCc1ccc(OCC(=O)NN2Cc3ccccc3C2=N)cc1	-3	7%	0.0%	-1%	-3	0%	1	1%	30	0	1%
CCOC(=O)N1CCN(C(=O)COC(=O)CNC(=O)c2ccc(Cl)cc2Cl)CC1	-9	nt	-0.2%	nt	0	2%	nt	nt	-10	2	nt
COc1ccc(OCC(=O)N2CCN(c3nnc(-c4ccc(C)cc4)c4ccccc34)CC2)cc1	13	nt	-0.2%	-1%	-26	0%	0	-5%	0	27	39%[activator]
O=C(/C=C/c1c(F)cccc1Cl)Nc1ncccn1	-4	-3%	-0.3%	4%	-5	1%	4	-17%	19	2	9%
COC1(c2cc(-c3ccccc3)nc(N)n2)CCCCC1	-9	-9%	-0.6%	-1%	15	-7%	-1	-16%	3	?	-11%
NNC(=O)c1ccccc1-n1cccc1	?	-3%	-0.1%	-6%	-9	0%	3	0%	i	1	-1%
O=C(O)CCC(=O)Nc1ccc(Oc2ncnc3cc(Cl)ccc23)nc1	5	nt	-1.1%	4%	12	3%	-10	-13%	-3	5	-2%
NC(=O)c1ccc(N=Nc2c(O)c3ccccc3[nH]c2=O)cc1	nt	-12%	0.3%	-2%	nt	1%	3	-3%	nt	2	?
Cc1cc(C)nc(-n2ncc(C#N)c2N)n1	-2	-3%	-0.5%	1%	nt	0%	-3	0%	-9	0	0%
CCOC(=O)C1=C(CCl)NC(=O)NC1c1ccc2c(c1)OCO2 (stereo unspecified)	4	11%	-0.3%	2%	-3	0%	-1	1%	3	-3	2%
O=C(c1ccc(NC(=O)C2(c3ccccc3)CCCC2)cc1)N1CCOCC1	-1	nt	-0.8%	-1%	-4	0%	0	-2%	2	?	7%
CC(C)c1nnc(NC(=O)CCC(=O)Nc2ccc(Cl)cc2)s1	-26	nt	0.1%	-1%	6	2%	nt	nt	-3	-3	5%
O=C(NC1CC1)C1=COCCO1	-5	0%	0.2%	3%	2	2%	6	0%	-20	-7	-11%
C/C(=N\NC(=O)c1ccc(F)cc1)c1ccc(N2CCOCC2)cc1	-10	5%	-0.1%	-4%	-6	3%	1	2%	i	2	-3%
CCCCC(CC)C(=O)Nc1ccccc1C(=O)NC(C)C (stereo unspecified)	-16	-20%	1.7%	0%	-2	-1%	-3	-6%	-21	-3	-4%
COc1ccc(NC(=O)CCS(=O)(=O)c2cc3c(cc2Cl)NC(=O)CO3)cc1OC	12	nt	-0.1%	2%	0	-8%	nt	nt	-12	1	13%
COC(=O)C1=NN(C(C)(C)CC(C)=O)C2C(=O)N(C3CCCCC3)C(=O)C12 (stereo unspecified)	-9	-17%	0.0%	8%	1	1%	3	2%	-1	1	1%
COn1c(=O)c(-c2ccccc2)[n+]([O-])c2ccccc21	-10	?	-1.1%	-2%	-7	1%	-1	nt	1	5	-21%
Cn1ccnc1Sc1cc(Cl)ccc1[N+](=O)[O-]	-6	0%	0.2%	-2%	-13	0%	1	-8%	-2	-1	?
c1ccc(CNC2=NCCCC2)cc1	34[activator]	13%	-0.3%	0%	-11	4%	1	-1%	-9	-2	9%
C=CCc1cccc2cc(C(=O)N3CCN(C(=O)OCC)CC3)c(=O)oc12	-6	-5%	0.4%	-4%	-6	1%	1	-3%	-12	16	-3%
O=C(Cc1cccc(C(F)(F)F)c1)Nc1ccc(S(=O)(=O)N2CCCC2)cc1	-7	nt	-0.1%	nt	-3	3%	nt	nt	12	11	nt
CCCCC1CC(C)(C(=O)CSc2nc3ccccc3s2)OC1=O (stereo unspecified)	10	-15%	-0.7%	-1%	0	0%	-1	10%	-1	?	18%
CC1=C(C(=O)NCc2ccc3c(c2)OCO3)C2(CCC(C)CC2)OC1=O (stereo unspecified)	-12	0%	-0.2%	-3%	-2	-1%	0	-1%	2	1	1%
CN(C)S(=O)(=O)c1cc(NC(=O)c2ccc(-n3ccnc3)c([N+](=O)[O-])c2)ccc1Cl	9	?	-0.3%	-1%	1	-7%	-12	1%	9	-1	-1%
Cc1nc(SCC(=O)c2ccc(F)cc2)c([N+](=O)[O-])[nH]1	-13	19%	-0.3%	-1%	0	3%	7	-2%	1	-2	16%
Cc1nn(C)c(C)c1C1C(C#N)=C(N)OC2=C1C(=O)CC(C)(C)C2 (stereo unspecified)	0	-5%	-2.0%	-5%	-1	0%	0	4%	2	-6	-5%
O=C(CCC(=O)OCc1ccc(Cl)cc1)Nc1cccc([N+](=O)[O-])c1	6	?	0.2%	0%	-5	0%	nt	-8%	-16	?	4%
O=C1NCCOC(=O)[C@H](Cc2ccc(F)cc2)CC/C=C/C[C@@H]1CC(=O)N(CCO)Cc1ccccc1	2	nt	-0.7%	nt	-2	10%	nt	nt	-15	nt	nt

High-throughput results: PubChem, National Center for Advancing Translational Sciences (NCATS)

Some of the compounds tested; count on the stated rates, not on these rows.
